High-throughput results (PubChem)
NPYLR7 ag: mosquito NPYLR7 agonism; AID 1259423; 0.15% of 270,000 active; activation, % at 10 µM; HEK293T NPYLR7/Galpha15, GCaMP6s calcium fluorescence; in the data active = activation above about 40%;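 note: 0% = vehicle and 100% = reference agonist at the receptor; some compounds past the cut are filed as inactive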
mcGAS lum: inhibitors of mouse cGAS | 0.15% of 160,000 active | recombinant cGAS, Kinase-Glo ATP depletion luminescence | Q8C6L5 | inhibition, % at 12.5 µM;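 note: 0% = negative control wells and 100% = reference inhibitor with no enzyme activity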
hcGAS inh: human cGAS inhibition. 0.081% of 290,000 active. recombinant h-cGAS, ATP depletion, Kinase-Glo luminescence. AID 1259398. Q8N884. inhibition, % at 12.5 µM;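 note: 0% = vehicle reaction and 100% = reaction without DNA for no activity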
Target sequence (Q8N884 whole entry, looked up): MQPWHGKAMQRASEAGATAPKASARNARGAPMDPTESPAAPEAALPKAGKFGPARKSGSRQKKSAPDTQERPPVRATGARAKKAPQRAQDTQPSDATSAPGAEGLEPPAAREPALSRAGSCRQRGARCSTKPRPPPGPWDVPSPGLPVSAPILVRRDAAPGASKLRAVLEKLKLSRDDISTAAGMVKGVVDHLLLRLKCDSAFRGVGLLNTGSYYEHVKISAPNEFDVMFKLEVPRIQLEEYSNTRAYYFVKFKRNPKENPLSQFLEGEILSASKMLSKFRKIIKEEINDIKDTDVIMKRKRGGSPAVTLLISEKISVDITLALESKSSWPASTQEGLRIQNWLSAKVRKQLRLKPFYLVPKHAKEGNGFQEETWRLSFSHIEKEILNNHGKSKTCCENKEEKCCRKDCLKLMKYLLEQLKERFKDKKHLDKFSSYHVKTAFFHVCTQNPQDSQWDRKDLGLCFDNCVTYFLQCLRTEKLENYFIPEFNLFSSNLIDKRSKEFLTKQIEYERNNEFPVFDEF
Numbers without * were called inactive; · = no result given; & = joins results of further samples. Cut-off read from the data, not from the text of the source, unless noted: active = inhibition above about 40%; inactive = the rest.

Screens in order: mcGAS lum | NPYLR7 ag | hcGAS inh
Fc1ccc(-c2cc3c(SCc4cccc(F)c4)nccn3n2)cc1
    -5 | 4 | -3
COc1ccc(CNc2nc(N3CCC[C@H]3CO)ncc2C(=O)NCc2ncccn2)cc1Cl
    -13 | -3 | -8
CC1=C(C(=O)N(C)CCCOc2ccccc2C)C(C)NC(=O)N1 (configuration not stated)
    0 | -3 | -2
Cc1nnc(-c2cccc(NC(=O)C3CCN(C(=O)C4CCCCO4)CC3)c2)s1 (configuration not stated)
    · | 6&-1 | -7&-6
CN(C)CCOc1ccc(-c2nc(-c3ccc4c(c3)CC/C4=N/O)c(-c3ccncc3)[nH]2)cc1
    -8 | -4 | -2
Cc1ccccc1NC(=O)c1ccc(C)c(S(N)(=O)=O)c1
    1 | 1 | 5
CC(C)(C(=O)N1CCC1(C)C(=O)NS(=O)(=O)c1cccc(C#N)c1)c1ccccc1 (configuration not stated)
    -3 | -4 | -8
COc1ccc(N2CCN(c3cc(C)nc(-n4cc([N+](=O)[O-])cn4)n3)CC2)cc1
    -9 | 5 | -12
O=C(CCC(=O)N1CCOc2ccc(CN3CCN(c4ncccn4)CC3)cc2C1)c1ccccc1
    -9 | 15 | -6
CN(CCc1ccccn1)c1ncccc1CNC(=O)C1COCCO1 (configuration not stated)
    -9 | 8 | -2
CCCOc1cc(C)c(Cl)cc1S(=O)(=O)N1CC(C)OC(C)C1 (configuration not stated)
    · | 1 | -2
O=C(NCc1ccc(Cl)cc1)N1CCCn2cncc2C1
    · | 4 | -6
CN1C2=C(C#N)C(C(C#N)C#N)=NC2C(C)(C)c2ccccc21 (configuration not stated)
    · | 10 | 0
Cc1cc(C(=O)N2CCC2(C)C(=O)Nc2cc(C(C)(C)C)nn2C)nn1C (configuration not stated)
    · | 2 | -11
CCN(Cc1nc(C)no1)C(=O)c1cc(-c2ccccc2Cl)oc1C
    -15 | 4 | -2
CCCCC(CC)C(=O)N1CCSC1c1cccc(Cl)c1Cl (configuration not stated)
    -4 | -2 | -7
CCCCNC(=O)C1(C)CCN1C(=O)c1ccccc1Br (configuration not stated)
    -6 | 6 | -14
CCOC(=O)c1c[nH]n2c(=O)cc(CN3CCc4sccc4C3)nc12
    · | 1 | -10
CCn1nccc1C(=O)N1CCC(C2CCN(S(C)(=O)=O)CC2)C1 (configuration not stated)
    -3 | · | -6
Cn1c(=O)c(C(=O)Nc2ccc([N+](=O)[O-])cc2)c(O)c2ccccc21
    -4 | 7 | -4
COc1cc(Cl)ccc1-n1c(CCC(=O)NCC2CCCCC2)cc2c1-c1ccccc1CC2
    -2 | -2 | 5
CCC1(CNCC2CCN(c3cccc(OC)c3)C2)COC1 (configuration not stated)
    · | -1 | 3
COC(=O)COc1ccc2c(=O)c(-c3ccc4c(c3)OCCO4)c(C)oc2c1
    · | -6 | 3
Nc1ccccc1C=NCCCCCCN=Cc1ccccc1N
    -4 | 0 | -7
COc1ccc(Cl)cc1-n1ccc2c(cnc3c(-c4ccccc4)c(C)nn32)c1=O
    · | 9 | -7
O=C(c1cccc(COc2ccc3ccccc3c2)c1)N1CCOCC1
    · | -1 | -2
FC(F)(F)c1ccc(CC2CCN(Cc3cccs3)CC2)cc1
    -6 | 4 | -5
O=C(Nc1ccc(-n2cccn2)cc1)C1CCCCN1Cc1cc2ccccc2[nH]1 (configuration not stated)
    -7 | 5 | -5
O=C(C1CCCN1C(=O)c1ccc2cc[nH]c2c1)N1CCSCC1 (configuration not stated)
    · | -27 | 11
S=c1nc(-c2cccs2)[nH]n1CN1CCN(c2ccccn2)CC1
    -1 | 0 | -1
Cn1ccnc1Sc1nc2c(c(=O)n(C)c(=O)n2C)n1C
    · | 3 | -9
CC(C)(C)C(=O)Cn1cnc2c1c(=O)n(C1CCCC1)c(=O)n2-c1ccccc1
    · | 6 | -18
O=C(Nc1cccc(C2SCC(=O)N2c2ccccc2F)c1)c1ccc(C(F)(F)F)cc1 (configuration not stated)
    -4 | 14 | -5
CCOC(=O)c1nn(-c2ccccc2)c(=O)cc1OS(=O)(=O)c1c(C)noc1C
    · | 14 | 1
COc1ccc(-c2ccc(C(=O)NCC(C)C)c3occc23)c(C)c1
    -7 | 3 | -4
CC1(C)C2CC=C(C=NNc3ccc(S(N)(=O)=O)cc3[N+](=O)[O-])C1C2 (configuration not stated)
    · | -10 | 2
Cc1cc(-c2ccccc2CN2CCOCC2)cnc1-n1cnnc1
    -19 | 4 | -3
CN(C(=O)CSc1ncnc2c1nnn2C)c1ccccc1
    · | 0 | -8
CCN(CC)C(=O)CSc1nc2scc(-c3ccccc3)c2c(=O)[nH]1
    3 | 7 | -13
CCn1cc(C(CC(=O)N2CCc3ccccc3C2)c2ccc(F)cc2)c2ccccc21 (configuration not stated)
    0 | · | 3
Cc1nnc(-c2cc3ccccc3n2CC(=O)Nc2ccc(F)cc2)o1
    -7 | 9 | -9
O/N=C1/CCCc2oc3c(c21)CCCC3
    -6 | -10 | -1
Cc1cn2c3c(=O)[nH]c(=O)n(C)c3nc2n1-c1ccc(O)cc1
    · | 10 | -6
CCOc1ccc(CN(Cc2ccccc2)Cc2nc(C(=O)O)co2)cc1
    0 | -8 | 2
CC(=O)NCc1ccc(C(=O)Nc2ccc(Br)c(C)c2)cc1
    -6 | 2 | -8
Cc1nn2c(C)c(C(=O)OC(C)C)nnc2c1-c1ccccc1
    · | -11 | -3
CC(C)(CNC(=O)C1CC1)CNC(=O)C1CC1
    -9 | 6 | -5
CC(C)C[C@H](NC(=O)[C@H](O)[C@H](N)Cc1ccccc1)C(=O)O
    -4 | -3 | 0
CCOc1ccc(C(=O)N2CCN3CCN(C)C(=O)C3C2)cc1OCC (configuration not stated)
    -11 | 3 | -1
O=C(O)/C=C/C(=O)OCC(Cl)=C(Cl)Cl
    1 | -1 | -3
Cc1c(C)n2c(SCC(N)=O)nnc2[nH]c1=O
    -8 | -7 | -3
O=C(NCC1CCCN(Cc2ccn[nH]2)C1)C1(c2ccc(Cl)cc2)CC1 (configuration not stated)
    · | 8&-6 | -7&-3
O=C(CONC(=O)c1cccc(C(F)(F)F)c1)NCc1ccccc1
    -17 | -1 | -11
O=C(c1occc1CN1C(=O)Cc2ccccc21)N1CCCCCC1
    · | -3 | 2
CC(C)c1cc(C2CCN(C(=O)CCn3cnnn3)CC2)[nH]n1
    · | 12 | -5
CCn1c(=NC(=O)c2ccc(C(C)=O)cc2)sc2cc(Cl)ccc21
    · | 9 | -2
CC(C)(C)c1cc(-c2ccco2)c(C#N)c(=S)[nH]1
    -7 | -3 | -9
CCc1nn(CC(=O)NCCCN(CC)CC)c(=O)c2cc3sc(C)cc3n12
    -2 | 4 | -10
O=C(NC1CCN(C(=O)C2CC2)CC1)c1cnccn1
    · | 6 | -9
CCOC(=O)C1CCCN(CC(=O)N2N=C(c3cccc(C)c3)CC2c2ccc(Cl)cc2)C1 (configuration not stated)
    -6 | -1 | -7

(list continues)
Screens in order: mcGAS lum | NPYLR7 ag | hcGAS inh
CC(C)c1nn(-c2ccc(F)cc2)c(C(C)C)c1C(=O)NCc1cccnc1
    -1 | -15 | 2
CCOc1ccccc1-c1ccc2[nH]ncc2c1
    1 | 2 | 5
O=C(C1CC1)N1CCc2c(ncnc2NCCCC2CCOC2)C1 (configuration not stated)
    -11 | 0 | -12
COc1cc2[nH]c3c(=O)n(CC(=O)NCc4ccc(Cl)cc4)cnc3c2cc1OC
    -7 | · | -4
O=S(=O)(CCN1CCc2ccccc21)c1cc(Cl)ccc1Cl
    · | 2 | -6
Cc1[nH]c(=O)[nH]c(=O)c1S(=O)(=O)Nc1c(F)cccc1F
    -6 | -12 | -4
CNC(=O)[C@@H]1C[C@H]2CN(c3ccccc3)C(=O)c3cccc(c32)N1C(=O)C1CCC1
    -4 | -1 | -3
Cc1ccc(NC(=O)CN(C)C(=O)c2csc(C(C)(C)C)n2)cc1
    · | -6 | -4
CCOC(=O)C1(CCc2ccccc2)CCN(Cc2cccn2-c2ncccn2)CC1
    -7 | 9 | -5
COc1ccc(C(=O)C[n+]2cn(N)c3cc(C)c(C)cc32)cc1
    · | -4 | -4
O=C(CCN(Cc1ccccc1)c1nc(Cc2ccccc2)ns1)NCc1ccc(F)cc1
    -5 | -6 | -16
COc1cccc(-c2cnnc(N(C)Cc3cn(C)nc3C)n2)c1
    -3 | -7 | -11
Cc1ccc(O)c(CN2CCCn3cccc3C2c2ccc(C(F)(F)F)cc2)c1 (configuration not stated)
    · | 0 | 0
Cc1ccc(OCc2nnc(NC(=O)c3ccc(F)cc3)s2)cc1
    -1 | -18 | 2
CC(NC(=O)c1cn(-c2ccccc2)nn1)c1cnccn1 (configuration not stated)
    -9 | 2 | -2
COC(=O)[C@@H]1CC2=CC(=O)CC[C@]2(C)[C@@]23O[C@@H]2C[C@@]2(C)[C@@H](CC[C@@]24CCC(=O)O4)[C@H]13
    -10 | -2 | -7
Cc1ccc(-c2cnoc2NC(=O)CSc2nc(-c3ccc(Cl)cc3)cc(=O)[nH]2)cc1
    -4 | -5 | -5
CNC(=O)[C@H]1CN(C(=O)OCc2ccccc2)[C@]2(C)C(=O)N(CC(=O)N(C)C)c3ccccc3[C@H]12
    -7 | 24 | -3
CC(C)COCC(O)CN(CC(=O)N1CCc2sccc2C1COc1ccc(F)cc1)CC1CC1 (configuration not stated)
    -7 | 6 | -6
COC(=O)c1c(NC(=O)c2cc3nc(-c4ccccc4)cc(C(F)(F)F)n3n2)sc2c1CCCC2
    -6 | -7 | -7
O=C(OCc1nc2ccccc2s1)c1cc2cc([N+](=O)[O-])ccc2s1
    -8 | 0 | -2
Cc1cc(C)n(-c2cccc(C(=O)N(C)C3CCCN(CCc4ccccc4)C3)c2)n1 (configuration not stated)
    -9 | · | -5
CCOC(=O)C1=C(C)NC(=S)NC1c1cccc(OC)c1OC (configuration not stated)
    -6 | 13 | -13
CCCSc1ncccc1C(=O)Nc1cccc(SC)c1
    -4 | -10 | -8
CCC(CC)c1nnc(NC(=O)[C@H](C)N2C(=O)C3CC=CCC3C2=O)s1 (some centres not stated)
    -4 | 1 | -1
CCOc1ccc(CCCC(=O)N2CC[C@H](NC(C)=O)C2)cc1C
    -12 | 11 | -9
COc1ccc(N2C(=O)CC3CS(=O)(=O)CC32)c(OC)c1 (configuration not stated)
    · | -3 | -6
CCc1nc2ccc(C(=O)NCCCN(C)C)cn2c1N(CC)CC(=O)N(C)C
    -3 | 10 | -4
Cc1cccc(C)c1CN1CCCC(CNS(C)(=O)=O)C1 (configuration not stated)
    · | 1 | -4
CC(NS(=O)(=O)c1ccccc1)C(=O)Nc1ccc(OC(F)F)cc1 (configuration not stated)
    -1 | 3 | 2
Cc1cccc(N2CCN(Cc3nc4ccsc4c(=O)[nH]3)CC2)c1C
    -8 | 0 | -8
Cn1ccc2ccn(CC(=O)NCc3ccc(F)cc3)c(=O)c21
    · | -7 | -5
CCOC(=O)c1ccc(N2CCCn3c2nc2c3c(=O)n(C)c(=O)n2C)cc1
    0 | -4 | 2
CC(C)c1cccc(Nc2nnc(C(O)c3cccs3)s2)c1 (configuration not stated)
    -5 | 6 | -5
CN(C)CCN(C(=O)c1ccnn1C)c1nc2c(F)cc(F)cc2s1
    -10 | · | -4
Cc1ccc(CS(=O)(=O)N2CCCC(N3CCCC3=O)C2)cc1 (configuration not stated)
    -15 | 9 | -6
CCOCCCNCc1cc(Br)c(OCC(N)=O)c(OCC)c1
    · | 1 | -1
COc1cc(C(=O)N(C)C(C)Cc2cc(C)ccn2)nc(OC)n1 (configuration not stated)
    -2 | -1 | 2
CCNC(=O)C1(C)CCCN1C(=O)c1ccc(OC)cc1 (configuration not stated)
    -7 | 5 | -17
Cc1nc2ccccc2c(=O)n1NC(=O)Cc1ccc(Br)cc1
    5 | -6 | 12

2 of these compounds, set out differently:
SMILES | mcGAS lum | NPYLR7 ag | hcGAS inh
CCc1nn(CC(=O)NCCCN(CC)CC)c(=O)c2cc3sc(C)cc3n12 | -2 | 4 | -10
Cc1ccc(OCc2nnc(NC(=O)c3ccc(F)cc3)s2)cc1 | -1 | -18 | 2

Carrying on.
Screens in order: mcGAS lum | NPYLR7 ag | hcGAS inh
CCCC(=O)N(CCCN1CCOCC1)c1nc2c(OC)ccc(C)c2s1
    -10 | -1 | -8
CCc1c(C)nc(-n2nc(C)cc2C)n(CC(=O)Nc2ccc(Cl)cc2)c1=O
    -6 | 3 | -6
CCN(CC)c1ccc(CN(CC(C)C)C(=O)c2cccs2)c(OS(=O)(=O)c2ccc(NC(C)=O)cc2)c1
    -3 | 0 | -4
CN1c2ccccc2NC2C1N=C(c1ccccc1)N2c1ccccn1 (configuration not stated)
    · | 2 | -7
Cn1cccc1CN1CCc2nc(N3CCCCC3)nc(N3CCOCC3)c2C1
    -6 | · | -4
CC(C)c1cc(CN2CCC(n3nccc3NC(=O)Cc3ccccc3)CC2)[nH]n1
    -4 | -3 | -4
COc1cc(CNC(=O)Cc2c[nH]c3ccccc23)cc(OC)c1OC
    · | -2 | -1
CN(C)c1ccc(NC(=O)c2cccs2)cc1CN(Cc1ccco1)C(=O)c1ccc(F)cc1
    -5 | · | -4
O=c1c(-c2csc(-c3ccccc3)n2)c(C(F)(F)F)oc2cc(O)ccc12
    · | 0 | -3
Cc1cccc(C)c1N1C(=O)CC(NN2CCOCC2)C1=O (configuration not stated)
    · | 10 | 0
Cc1cc(N2CCN(C3CCOCC3)CC2)nc(-c2ccccc2)n1
    -15 | · | -3

Single records, from the list above:
COC(=O)COc1ccc2c(=O)c(-c3ccc4c(c3)OCCO4)c(C)oc2c1 is listed as mcGAS lum = ·; NPYLR7 ag = -6; hcGAS inh = 3
O=C(Nc1ccc(-n2cccn2)cc1)C1CCCCN1Cc1cc2ccccc2[nH]1 (configuration not stated) is listed as mcGAS lum = -7; NPYLR7 ag = 5; hcGAS inh = -5

Not a hit list; about 0.27% have a hit in one of these screens.
